MC4R antag cAMP – human MC4R antagonism in cAMP assay. P32245. MC4R-expressing cells, MTII-stimulated cAMP, LANCE TR-FRET. inhibition, % at 6.5 µM. 360,000 tested, 0.48% active. AID 540295;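 active = inhibition above its plate's cutoff, the mean of tested wells on that plate plus 3 SD, cut at about 29% in these data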;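 note: 0% = Melanotan II alone and 100% = Melanotan II plus saturating MCL0020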
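System: U2OS-MC4R stable cell line; Technique: Eu-cAMP/anti-cAMP TR-FRET, emission 671 nm; Repeats: single well per compound; Also added: Melanotan II; Dosing: one concentration, 6.5 µM nominal; Schedule: 30-min compound, 1-h challenge, 1-h detection, room temperature.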
PDI inh – PDI (human) enzyme inhibition | inhibition, % at 10 µM | AID 588391 | PDI insulin aggregation turbidity, A650, 90 min | P07237 | 350,000 tested, 0.052% active;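 active = mean inhibition across replicates of 30% or more, whatever share of single replicates reach that level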;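 note: absorbance from insulin aggregation driven by PDI reduction with DTT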
Target sequence (P07237 whole entry, looked up): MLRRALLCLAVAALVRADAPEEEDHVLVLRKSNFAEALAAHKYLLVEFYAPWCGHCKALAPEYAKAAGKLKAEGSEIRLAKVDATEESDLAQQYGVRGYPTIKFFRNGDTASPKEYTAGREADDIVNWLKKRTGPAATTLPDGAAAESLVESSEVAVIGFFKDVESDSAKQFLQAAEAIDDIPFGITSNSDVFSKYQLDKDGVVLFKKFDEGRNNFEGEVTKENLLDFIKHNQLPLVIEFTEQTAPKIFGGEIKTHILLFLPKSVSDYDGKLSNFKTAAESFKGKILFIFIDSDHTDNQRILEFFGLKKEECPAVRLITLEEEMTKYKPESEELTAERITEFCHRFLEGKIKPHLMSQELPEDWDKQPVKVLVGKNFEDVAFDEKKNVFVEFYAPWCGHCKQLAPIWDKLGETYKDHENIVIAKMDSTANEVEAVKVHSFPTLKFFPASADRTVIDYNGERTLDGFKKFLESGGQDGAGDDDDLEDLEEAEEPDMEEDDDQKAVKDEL
Vif imaging – inhibitors of HIV Vif; HEK293T cells, Vif self-association by quenched fluorescence, imaging, 24 h; inhibition, % at 7.49 µM; 340,000 tested, 0.35% active; in the data active = inhibition above about 50%, passing the limit was not always enough; note: some results filed as inactive read as strong as hits
N-glyco inh – N-linked glycosylation inhibition | D54 ERlucT glycosylation luciferase reporter, 24 h; percent of 100 nM tunicamycin response | reporter increase, % at 12.5 µM | 360,000 tested, 0.23% active | AID 588692;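 active = mean luciferase reporter signal, scaled so untreated is 0 and the glycosylation-blocking control 100, at or above a set limit in every replicate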;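 note: luciferase carries N-glycosylation sites so blocking glycosylation raises the light; 0% = median of neutral control wells and 100% = median of 100 nM tunicamycin wells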
H9c2 protect – protects H9c2 cardiomyocytes from peroxide injury. H2O2 injury protection, ATPLite, 2 h. protection from H2O2 cell death, % at 20 µM. 360,000 tested, 0.63% active;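 active = compounds giving at least 50% protection of heart cells from peroxide-induced death in the single-dose screen, raw or plate-pattern-corrected value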;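 note: 0% = DMSO wells with peroxide and 100% = DMSO wells without peroxide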
MC4R barr agon – agonists of human melanocortin 4 receptor (MC4R) beta-arrestin; P32245; U2OS MC4R beta-arrestin complementation, luminescence; percent of melanotan II response, DMSO zero; activation, % at 8.9 µM; 360,000 tested, 0.98% active; AID 540308;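 active = activation above a per-plate cutoff, the mean activation of sample wells on that plate plus 3 SD, cut at about 8% in these data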
ABCB6 inh 2 – inhibitors of human ABC transporter ABCB6; AID 602162; fluorescence ratio to DMSO, % at 10 µM; 360,000 tested, 0.19% active; K562-ABCB6 porphyrin accumulation, flow cytometry, 1 h; active compounds read low; Q9NP58;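 active = fluorescence ratio to DMSO below 75%, the collection mean minus 3 SD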;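 note: signal is porphyrin accumulated inside mitochondria; 100% equals median channel fluorescence of DMSO control wells; lower ratio means ABCB6 inhibition with less porphyrin fluorescence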
HTR2A ag – agonists of mouse serotonin 5-HT2A receptor (HTR2A); P35363; CHO-K1 mHTR2A beta-arrestin complementation, luminescence; percent of 30 µM serotonin response; activation, % at 7.6 µM; 360,000 tested, 0.66% active; AID 624169;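 active = activation above a run cutoff, the mean activation of all tested compounds plus 3 SD, cut at about 14% in these data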;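 note: 0% = plate median of compound wells and 100% = 30 µM serotonin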
Target sequence (P35363 whole entry, looked up): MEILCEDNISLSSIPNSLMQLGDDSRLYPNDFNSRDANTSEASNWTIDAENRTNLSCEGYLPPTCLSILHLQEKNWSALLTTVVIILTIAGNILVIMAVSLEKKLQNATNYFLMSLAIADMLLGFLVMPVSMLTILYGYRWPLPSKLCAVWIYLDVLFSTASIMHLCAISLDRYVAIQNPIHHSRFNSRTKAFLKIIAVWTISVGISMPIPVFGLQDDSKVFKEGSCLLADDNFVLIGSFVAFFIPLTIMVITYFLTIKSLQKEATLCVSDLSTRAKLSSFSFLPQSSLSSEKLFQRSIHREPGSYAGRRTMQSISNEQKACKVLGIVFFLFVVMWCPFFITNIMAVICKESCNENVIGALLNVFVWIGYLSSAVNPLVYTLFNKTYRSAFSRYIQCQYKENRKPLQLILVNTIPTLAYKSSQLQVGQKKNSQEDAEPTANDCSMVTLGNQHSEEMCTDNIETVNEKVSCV
CaV13 FRET inh – Primary screen for inhibitors of IQ motif and Ca2+-dependent inactivation inhibitor domain binding in CACNA1D, Förster resonance energy transfer in living cells, …. HEK cells, CFP/YFP FRET ICDI-IQ, plate reader, 10 min; percent FRET-ratio fall versus neutral wells. inhibition, % at 12.3 µM. 340,000 tested, 0.098% active. AID 743397;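 active = mean replicate inhibition of at least 30% and at least 1% of replicates passing that level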;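 note: 0% = median of the neutral control wells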
aDG glyco up – increases alpha dystroglycan glycosylation. Pro5-aDG cells, alpha-DG glycosylation AlphaScreen (IIH6); 0% Pro5, 100% B10-LARGE cell signal. activation, % at 10 µM. 360,000 tested, 0.22% active;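 active = activation of at least 8% versus controls, or a plate z-score of at least 8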;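 note: Pro5 are CHO cells carrying HIG-tagged alpha-DG that lacks glycosylation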
* marks the source's active call; other numbers are inactive results; / = no result given. Rows were taken by chance; about 3.6% have a hit in one of these screens.

Molecule	MC4R antag cAMP	PDI inh	Vif imaging	N-glyco inh	H9c2 protect	MC4R barr agon	ABCB6 inh 2	HTR2A ag	CaV13 FRET inh	aDG glyco up
O=C(Nc1cccc(Cl)c1)OCCN1CCN(Cc2ccccc2)CCC1=O	5	4	-7	0	-12	-0.8	96	1	-12	0.2
COc1cccc(/C=C/C(=O)OCC(=O)NC2CCCC2)c1	-3	2	0	3	-2	1.0	94	6	-14	-0.4
O=C(Nc1nnc(-c2ccco2)s1)C1CC1	5	-1	2	2	0	-1.8	101	1	-3	-0.1
COc1cc(=O)[nH]c(SC(C)C(=O)Nc2ccc3ccccc3c2)n1 (stereo unspecified)	0	2	1	-1	-2	-1.1	98	0	-2	0.7
Cc1ccccc1C(=O)c1ccccc1C(=O)c1ccccc1	-1	-4	-8	0	-4	-1.8	93	-1	-6	0.3
COc1ccc(/C=C/c2onc(C)c2S(=O)(=O)N2CCC(C(=O)N3CCCCCC3)CC2)cc1	9	-1	-8	-4	1	-2.3	98	3	-2	-0.1
CC(C)N(C)c1ncnc2c1ncn2[C@H]1CN(Cc2ccco2)C[C@@H](CO)O1	-10	1	1	2	-2	-0.6	105	0	-10	0.0
O=C(CSc1ccc2nnc(CCNC(=O)c3ccccc3)n2n1)NCc1ccccc1	14	1	-3	0	-3	2.1	106	0	-7	-0.1
Cc1ccc(OCCNC(=O)/C=C/c2ccccc2)cc1C	5	3	5	0	0	2.9	103	-4	-19	-0.2
CC1CN(C(=O)Nc2ccc3c(c2)OCCO3)CC(C)O1 (stereo unspecified)	1	4	5	2	-2	0.0	99	-1	-6	-0.1
COc1ccc(NC2C=CS(=O)(=O)C2)cc1 (stereo unspecified)	1	-4	10	-1	-1	-1.3	98	-6	-5	-0.1
CC(C)C(c1nnnn1C(C)(C)C)N1CCN(Cc2cccnc2)CC1 (stereo unspecified)	-4	2	-3	1	6	-2.6	100	-4	-3	-0.3
CCOC(=O)N1CCC(NC(=O)CC2C(=O)NCCN2Cc2cccc(F)c2F)CC1 (stereo unspecified)	-2	4	8	1	-2	-2.5	99	0	-2	0.0
Clc1ccc(-c2nnc(Sc3nc4ccccc4o3)c3ccccc23)cc1	7	-1	1	8	4	-3.3	97	-5	-6	0.4
COC(=O)Nc1nnc(-c2ccccc2Cl)s1	0	6	2	-2	-11	0.0	96	3	0	-0.1
O=C(c1ccccc1F)N1CCN(S(=O)(=O)c2ccc(S(=O)(=O)N3CCCCCC3)cc2)CC1	-4	0	2	-2	-8	-3.4	101	-1	-4	0.0
COc1ccc(C)cc1-n1c(SCC(=O)Nc2cc(C)on2)nc2ccccc2c1=O	15	-6	-3	-3	5	-3.0	91	-5	-3	0.0
O=C1C(Nc2ccccc2)=C2CCCC=C2N1c1ccccc1	10	-2	2	-1	-6	-1.3	96	-2	-6	0.1
Cc1ccc(C)c(OCC(=O)Nc2nc3ccc([N+](=O)[O-])cc3s2)c1C	12	-1	12	-2	-20	4.8	104	-2	-4	-0.3
Cc1cccc(-c2nc3ccccc3c(=O)n2NC(=O)c2ccc([N+](=O)[O-])c(C)c2)c1	17	-7	-7	-5	-5	-0.8	99	0	-7	2.0
COc1cccc(NC(=S)NC(=O)/C=C/c2ccc(F)cc2)c1	-3	1	1	-2	5	1.0	93	0	-3	0.0
CC(C)N(C(=O)COC(=O)c1cc(Cl)cc(Cl)c1N)C(C)C	4	19	0	-3	-3	-1.4	93	8	-5	0.2
FC(F)(F)C(F)(F)C(F)(F)c1nc2nc(Cl)c(Cl)nc2[nH]1	2	2	-8	-1	1	-0.6	96	2	-5	0.0
C/C(=N\NC(=O)c1ccc(OC2CCCC2)cc1)c1ccc(C)s1	5	0	2	1	-8	2.1	92	-2	-2	-0.1
CC(=O)COc1ccc2c3c(c(=O)oc2c1C)CCCCC3	11	1	8	3	-14	2.4	101	1	-9	0.1
C[C@@H]1C=C[C@](Cc2ccccc2)(C(=O)O)N1C(=O)c1ccccc1	4	1	/	1	-2	-0.2	105	8	-2	0.2
Cc1ccccc1OCCCC(=O)Nc1ccc(Br)cc1	20	4	4	2	-10	-0.2	93	-4	-2	-0.2
O=C(Nc1nncs1)c1cc2c(s1)CCC2	7	1	0	-2	-23	-3.0	93	-3	-4	-0.4
Cc1ccc(OCC(=O)c2ccc(Cl)s2)c([N+](=O)[O-])n1	19	2	3	0	22	2.1	106	-1	-2	-0.4
Cc1ccc(C(=O)OCC(=O)NCCNC(=O)COC(=O)c2ccc(C)o2)o1	-3	-5	3	-1	9	1.8	97	3	-5	1.7
Cn1ncc2c(N3CCCCC3)nc(NCCCO)nc21	7	-11	16	2	0	-1.0	104	2	-4	-0.2
CCCn1c(SCC(=O)Nc2ccc3c(c2)OCO3)n[nH]c1=O	1	0	3	2	1	-1.4	92	6	-6	0.1
COC(=O)[C@H](CC(C)C)NS(=O)(=O)c1ccc(F)cc1Br	5	-5	-1	3	-1	-0.3	99	5	-7	0.0
CCCC(O)(CCC)C(=O)NN(C(=O)OC)c1ccccc1	6	-11	-3	2	-6	-1.5	94	1	-13	0.7
Cc1cccc(N2CCN(C(=O)COc3noc4nc(C)cc(C)c34)CC2C)c1 (stereo unspecified)	9	-4	-3	-1	-8	2.1	99	1	-5	0.2
N/C(=N\OC(=O)CCC1CCCC1)c1ccncc1	-7	1	4	0	-2	1.1	96	9	-5	0.1
CC1=C(C(=O)OC(C)C)C(c2ccc(F)cc2)NC(=O)N1 (stereo unspecified)	-2	-3	3	4	0	-1.5	90	-2	-4	-0.4
CSc1ccc(-c2nnn(CC(=O)NCc3ccccc3)n2)cc1	1	4	-3	1	1	1.9	99	-1	/	0.0
Cc1ccc(CNC(=O)c2c(-c3ccccc3)noc2C)cc1	-5	5	-13	-2	-5	-1.2	97	-1	-11	0.0
COc1ccc(C)cc1NS(=O)(=O)c1cn(C)nc1C	10	-4	4	1	-1	0.7	97	0	-5	2.2
COc1cc(F)c(C2=CC(=O)C[C@H](c3ccc(F)cc3)C2)cc1F	-4	-24	-3	-2	-14	-1.1	99	1	-10	-0.1
CCn1c(SCC(=O)N2CCN(c3ccccc3)CC2)nnc1-c1c[nH]c2ccccc12	19	/	-6	-1	-14	-1.0	90	-2	-5	0.2
Cc1cccc(NNC(=O)C2CCC2)c1	4	3	-6	1	0	-2.7	104	1	-3	0.0
Cc1c(NC(=O)CN2CCN(c3ccccc3)CC2)c(=O)n(-c2ccccc2)n1C	-2	-3	23	0	-17	-1.7	98	1	-5	-0.1
Nn1c(Cc2ccccc2)nnc1Cc1ccccc1	7	-2	22	1	4	0.1	101	-3	-9	-0.1
CCc1c(C(=O)Nc2cc(C)cc(C)c2)[nH]c(C)c1C(C)=O	2	3	-3	3	0	1.0	91	-2	-5	0.3
Cc1ccc(NC(=O)c2ncn(CC(=O)NCc3ccccc3)n2)cc1C	0	-5	/	-1	-23	-1.7	100	0	-4	0.1
CN(C)S(=O)(=O)c1ccc(C(=O)Nc2nnc(SCC(=O)NCC3CCCO3)s2)cc1 (stereo unspecified)	2	1	/	-1	-11	0.5	104	1	/	2.3
OCc1cc(-c2ccc(Cl)c(Cl)c2)on1	-7	-5	1	-2	-5	-2.0	83	-4	-3	0.2
CCOc1ccc(N(CC(=O)NCCc2ccc(Cl)cc2)S(=O)(=O)c2c(C)[nH]c(=O)[nH]c2=O)cc1	7	2	-8	1	2	-1.9	96	-3	-4	0.3

The results go on:
Molecule	MC4R antag cAMP	PDI inh	Vif imaging	N-glyco inh	H9c2 protect	MC4R barr agon	ABCB6 inh 2	HTR2A ag	CaV13 FRET inh	aDG glyco up
COCCN(C(=O)CCC(=O)Nc1nccs1)C(C(=O)NC(C)(C)C)c1ccc(F)cc1 (stereo unspecified)	9	-2	-3	0	3	-1.2	95	5	-4	-0.1
COC(=O)c1ccccc1S(=O)(=O)N1CCC(C(=O)NCc2ccco2)CC1	2	16	1	1	11	-0.6	99	3	-5	-0.2
COc1ccccc1CNC(=O)CN1C(=O)c2ccc([N+](=O)[O-])cc2C1=O	-2	0	6	1	1	-2.7	99	-1	-5	-0.2
COc1ccccc1/C=N/n1c(C)nnc1-n1nc(C)cc1C	-2	7	7	0	4	-0.9	97	2	/	-0.1
CC(C)CNC(=O)CSc1nc(-c2cccs2)cc(C(F)(F)F)n1	-2	2	-10	-5	-2	-2.4	94	5	-4	0.6
COc1ccc(Cc2nnc(NC(=O)c3cc(OC)c(OC)c(OC)c3)s2)cc1OC	8	-10	0	5	0	0.6	95	4	-2	-0.3
COc1cc([N+](=O)[O-])ccc1NC(=O)CSc1nccn1C	4	-2	-12	2	19	-2.4	100	-6	-2	-0.3
Cc1ccccc1NC(=O)c1cccc2nccnc12	9	-8	-1	4	-3	-2.6	97	1	-7	0.0
COC(=O)c1c(-c2ccc3ccccc3c2)csc1NC(=O)Cc1ccc(OC)c(OC)c1	10	-13	-29	-3	-8	-1.8	91	2	-4	2.6
CCOC(=O)c1oc2ccc3c(c2c1C)C(=O)CC1(CCN(C(=O)OCC)CC1)O3	0	-2	-5	2	14	-1.3	100	3	/	2.1
CCOc1ccc(S(=O)(=O)/N=C(/Nc2ccc(C)c(S(=O)(=O)N3CCOCC3)c2)c2ccccc2)cc1	15	-8	-4	-1	10	-3.5	100	-12	-6	-0.5
CCCc1cc(CN(C)C(=O)c2ccc(OC3CCN(C(C)=O)CC3)c(OC)c2)[nH]n1	16	3	4	3	-4	0.0	105	4	-6	-0.2
NC(=O)C1CCN(C(=O)CCSCc2ccc(Cl)c(Cl)c2)CC1	7	-1	-1	0	8	-1.8	102	0	-4	0.1
Cc1cc(C)cc(NS(=O)(=O)c2c(C)[nH]c(=O)[nH]c2=O)c1	15	-4	0	1	0	-1.4	96	-4	-21	0.0
Cc1cc(=O)oc(C)c1C(=O)NCc1ccco1	0	1	/	2	-5	-0.6	105	9	/	-0.1
O=C(Cc1ccc(Cl)cc1)Nc1ccc(N2CCCC2)cc1	3	6	1	1	-4	1.4	98	-4	/	-0.3
COc1ccc2[nH]c(C(=O)O)c(NS(=O)(=O)c3ccc(F)cc3)c2c1	0	0	0	3	4	-4.0	102	-3	-7	-0.1
COc1ccc(/C=N/NC(=O)c2cccnc2)cc1	9	-2	/	-1	-4	-2.2	99	10	-3	-0.1
COc1ccccc1C(=O)N/C(=C\c1ccc(Br)cc1)C(=O)NCCO	1	3	-1	3	-5	0.8	100	0	-6	0.1
Cc1nc(NC2CCCCC2)c2nnn(Cc3ccccc3Cl)c2n1	11	0	-17	1	-2	5.2	95	2	-2	0.2
COc1ccc(S(=O)(=O)N2CCSC2c2ccccc2)cc1 (stereo unspecified)	9	0	-18	-3	-3	2.5	98	0	-6	4.9
